# Bioassay records from PubChem.
# CRFR2-BP ag = agonists of CRF-BP/CRF-R2 complex, primary screen, cell-based, HEK293, calcium dye fluorescence, uHTS | CRF-binding protein / CRF receptor 2 complex (human) | calcium dye fluorescence (FLIPR); percent of saturating CRF peptide response | activation, % at 13.2 µM | actives 0.46% (n = 350,000);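 active means activation of at least 50%, plus an integration ratio under a set limit after plate pattern correction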;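 further: plate controls were neutral control wells without compound for no effect and CRF at EC100 for full effect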
# p-CIP stab down = p/CIP-EGFP fusion destabilizers, primary screen, fluorescence, F442A cells. 16 h. decrease of EGFP signal, % at 10 µM. actives 0.01% (n = 290,000);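 active means EGFP signal decrease of at least 30% at 10 µM or well 3 SD below plate mean, unless failing retest; inactive means the rest, including hits failing retest or dose response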; further: some compounds called inactive have numbers as strong as hits; many of its hits are not listed in these tables
# Target sequence (Q05BA5 1-1403): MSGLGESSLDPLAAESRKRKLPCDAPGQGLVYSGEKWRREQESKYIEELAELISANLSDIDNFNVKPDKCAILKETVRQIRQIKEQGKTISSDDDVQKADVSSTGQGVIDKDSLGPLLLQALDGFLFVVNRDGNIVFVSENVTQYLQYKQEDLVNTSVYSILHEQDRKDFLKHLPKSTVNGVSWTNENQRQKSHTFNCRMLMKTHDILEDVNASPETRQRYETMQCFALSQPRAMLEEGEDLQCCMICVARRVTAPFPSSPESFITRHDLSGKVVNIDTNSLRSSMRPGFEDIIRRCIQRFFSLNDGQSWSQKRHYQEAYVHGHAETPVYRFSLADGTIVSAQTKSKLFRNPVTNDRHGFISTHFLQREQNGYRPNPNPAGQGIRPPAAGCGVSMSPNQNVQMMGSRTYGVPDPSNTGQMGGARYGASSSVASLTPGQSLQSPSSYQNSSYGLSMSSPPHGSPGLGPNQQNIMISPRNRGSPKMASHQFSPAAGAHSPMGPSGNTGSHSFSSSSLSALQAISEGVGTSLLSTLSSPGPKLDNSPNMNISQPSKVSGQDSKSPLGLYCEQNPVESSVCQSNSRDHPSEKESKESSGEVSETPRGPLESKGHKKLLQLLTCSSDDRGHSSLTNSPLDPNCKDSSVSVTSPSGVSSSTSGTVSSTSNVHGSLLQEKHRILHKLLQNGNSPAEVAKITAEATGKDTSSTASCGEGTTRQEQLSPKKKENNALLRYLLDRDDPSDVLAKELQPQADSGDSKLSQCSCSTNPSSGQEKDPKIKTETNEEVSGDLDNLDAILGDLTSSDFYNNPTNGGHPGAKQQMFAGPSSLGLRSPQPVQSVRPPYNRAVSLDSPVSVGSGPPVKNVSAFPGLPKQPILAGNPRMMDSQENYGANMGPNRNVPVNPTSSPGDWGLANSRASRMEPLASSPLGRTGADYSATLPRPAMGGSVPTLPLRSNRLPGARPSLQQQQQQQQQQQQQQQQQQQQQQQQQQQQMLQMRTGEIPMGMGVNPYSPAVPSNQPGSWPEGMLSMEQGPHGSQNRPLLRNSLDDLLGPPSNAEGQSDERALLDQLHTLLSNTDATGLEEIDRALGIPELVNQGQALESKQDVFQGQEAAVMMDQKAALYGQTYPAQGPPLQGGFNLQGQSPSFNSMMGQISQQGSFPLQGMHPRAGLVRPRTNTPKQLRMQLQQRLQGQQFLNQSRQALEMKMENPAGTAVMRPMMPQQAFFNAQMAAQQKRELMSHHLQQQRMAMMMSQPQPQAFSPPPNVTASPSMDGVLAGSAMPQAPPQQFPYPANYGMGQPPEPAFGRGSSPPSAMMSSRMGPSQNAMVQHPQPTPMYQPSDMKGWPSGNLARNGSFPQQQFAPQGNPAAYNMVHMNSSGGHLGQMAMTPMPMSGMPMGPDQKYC
# IDE inh = human IDE inhibitors in live cells, primary screen, fluorescence polarization, HEK cells, FAbetaB substrate; Insulin-degrading enzyme (Homo sapiens), P14735; FAbetaB cleavage; inhibition, % at 5.59 µM; actives 0.41% (n = 320,000);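 active means percent inhibition above the average of all tested compounds plus 3 SD, set per screening campaign, cut at about 16% in these data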;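 further: IDE supplied by intact live HEK cells; FP after avidin binding of uncleaved biotin substrate so inhibition keeps polarization high; 0% = DMSO wells and 100% = 60 µM reference IDE inhibitor Ii1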
# CRFR2-BP antag = antagonists of CRF-BP/CRF-R2 complex, primary screen, cell-based, HEK293, calcium dye fluorescence, uHTS | CRF-induced calcium fluorescence | inhibition, % at 11.8 µM | actives 0.59% (n = 350,000) | AID 588475, 2011;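 active means inhibition of the ligand-induced calcium signal above about 50% at the single tested concentration, limit read from the data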
# PHOSPHO1 inh = PubChem AID 1565; Phosphoethanolamine/phosphocholine phosphatase (Homo sapiens), Q8TCT1; recombinant PHOSPHO1, absorbance phosphatase assay; inhibition, % at 13.3 µM; actives 1.1% (n = 290,000); in the data active means inhibition above about 60%
# CHRM4 PAM = human M4 muscarinic receptor positive allosteric modulators, primary screen, CHO-K1 cells, Fluo-8 calcium fluorescence; Muscarinic acetylcholine receptor M4 (Homo sapiens), P08173; CHO-K1 hM4/Gqi5, ACh EC20; 0% = ACh EC20, 100% = maximal ACh; activation, % at 3 µM; actives 0.4% (n = 360,000);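 active means activation above its plate's cutoff, the mean activation of sample wells plus 3 SD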; further: some results filed as inactive read as strong as hits
# MEKK3 PB1 HTS = modulators of MEKK3-MEK5 PB1 binding, primary screen, biochemical, wildtype MEKK3, multiplex bead flow cytometry, Alexa488-MEK5; Mitogen-activated protein kinase kinase kinase 3 (Homo sapiens), Q99759; bead-based flow cytometry, Alexa488-MEK5 binding to MEKK3; actives lie on both sides; 0 = blocked by unlabeled MEK5, 100 = vehicle; binding response (% of control), % at 10 µM; actives 1.4% (n = 290,000);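 active means binding response more than 3 SD above or below the average of its plate-row segment, actives on both sides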;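 further: Alexa488 bead fluorescence after subtracting the streptavidin-only scavenger bead signal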
# IDE act = human IDE activators in live cells, primary screen, fluorescence polarization, HEK cells, FAbeta-B substrate | Insulin-degrading enzyme (Homo sapiens), P14735 | FAbeta-B cleavage; 0% vehicle, 100% cell-free pure enzyme wells | actives 0.073% (n = 340,000) | activation, % at 5.96 µM | AID 493087, 2011;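 active means activation above the mean of all tested compounds plus 3 SD, set per screening campaign, cut at about 17% in these data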
# GalR3 antagonist = GalR3 antagonists in HEK293 cells, primary screen, cell-based, fluorescence readout; inhibition, % at 3 µM; actives 0.44% (n = 360,000); HEK293 GalR3-CNG cAMP membrane potential fluorescence; galR3 body fused to GalR1 C-terminus; Galanin receptor type 3 (Homo sapiens), O60755;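 active means inhibition above the screen-wide average plus 3 SD, cut at about 13% in these data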;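 further: forskolin and galanin both at EC90 stimulate the cells; cAMP rise reported by CNG channel membrane potential dye signal; 0% = forskolin plus galanin with DMSO and 100% = forskolin alone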
# An asterisk follows results filed as active; nt = not tested or not shown.
p-CIP stab down	CRFR2-BP antag	IDE inh	CRFR2-BP ag	IDE act	CHRM4 PAM	PHOSPHO1 inh	GalR3 antagonist	MEKK3 PB1 HTS	Molecule
-15	20	4	-3.5	8	2	34	nt	98	Cc1cc(NC(=O)c2noc3c2CCc2ccccc2-3)n(-c2ccccc2)n1
6	-1	-2	0.3	8	-1	17	-1	99	CCOCCCN(C)C1CCN(C(=O)c2oc3ccccc3c2NC(=O)Cc2cccc([N+](=O)[O-])c2)CC1
nt	-4	2	-1.5	6	4	nt	-3	nt	Cc1ccc2c(c1)C1CN(C)CCC1N2S(=O)(=O)c1ccccc1F (centres undefined)
8	11	2	-0.7	3	-1	29	-5	104	O=C(CSCc1ccc(Cl)cc1)Nc1cccc(C(=O)O)c1
-16	32	3	-0.5	2	3	6	-1	91	CCOC(=O)C1CCCN(C(=O)CCNS(=O)(=O)c2ccc3c(c2)CCC(=O)N3)C1 (centres undefined)
-6	7	nt	-0.6	-1	-2	12	-1	102	Cn1ncc(Cl)c1C(=O)NNC(=O)Nc1cccc2ccccc12
0	-38	0	15	4	-5	-11	-5	99	Cc1ccc(C(C(=O)NCc2ccccc2)N(Cc2cccs2)C(=O)c2ccc3c(c2)OCCO3)cc1 (centres undefined)
-13	2	2	1.7	3	-8	3	-5	104	NS(=O)(=O)c1ccc(CCNC(=S)Nc2ccc(F)cc2)cc1
-2	4	0	-0.6	3	-2	0	0	98	COc1ccccc1C(O)(C(=O)NNc1cccc(C)c1)c1ccccc1OC
-3	-16	-3	0.6	0	-3	-7	-6	112	Cc1ccc(SCCC(=O)NC(C)C)cc1
-3	7	-1	-2.5	5	8	-9	-3	99	CCN(CC)C(=O)C1CCCN(C(=O)Nc2ccccc2)C1 (centres undefined)
nt	14	4	0.6	4	-3	nt	-6	nt	CN(C)c1ccc(CCc2ccc(N)cc2)cc1
2	1	-4	-0.5	7	-2	5	-1	104	CC1CCCN(C(=O)c2cc(S(=O)(=O)N3CCCCC3)c[nH]2)C1 (centres undefined)
-6	2	2	0.7	-15	8	23	-6	98	COc1ccc(C2CC(=O)N3C(=C2C#N)SCC3(O)c2ccccc2)cc1 (centres undefined)
2	-4	-3	1.4	-3	6	23	nt	100	Cc1ncc(CN2CCC(N3CCC(C(=O)N4CCCC4)CC3)CC2)s1
-11	3	5	-3.0	1	-6	50	-3	102	CCOC(=O)C1(Cc2ccccc2Cl)CCN(C(=O)c2cnccn2)CC1
4	-15	-5	-1.3	2	-4	-1	-4	97	Cc1cccn2cc(-c3ccc4c(c3)NC(=O)CO4)nc12
-27	5	6	-0.6	0	2	4	-8	103	COc1cc(CN2CCc3ccccc3C2)cc([N+](=O)[O-])c1O
-11	7	2	-2.1	-1	-3	25	0	102	COc1cccc(CNC(=O)C2CCCN2S(=O)(=O)c2ccc3c(c2)C(C)(C)C(=O)N3C)c1 (centres undefined)
4	4	-5	1.0	2	5	24	-4	84	CC1=C(C(N)=O)C(c2cccs2)NC(=O)N1 (centres undefined)

# Grouped by structure: the compounds so far with fluorine
p-CIP stab down	CRFR2-BP antag	IDE inh	CRFR2-BP ag	IDE act	CHRM4 PAM	PHOSPHO1 inh	GalR3 antagonist	MEKK3 PB1 HTS	Molecule
nt	-4	2	-1.5	6	4	nt	-3	nt	Cc1ccc2c(c1)C1CN(C)CCC1N2S(=O)(=O)c1ccccc1F (centres undefined)
-13	2	2	1.7	3	-8	3	-5	104	NS(=O)(=O)c1ccc(CCNC(=S)Nc2ccc(F)cc2)cc1

# Additional structures:
p-CIP stab down	CRFR2-BP antag	IDE inh	CRFR2-BP ag	IDE act	CHRM4 PAM	PHOSPHO1 inh	GalR3 antagonist	MEKK3 PB1 HTS	Molecule
-7	-8	1	1.3	4	7	2	-4	86	CCNc1nc(NC(C)C)nc(Oc2ccc(/C=N/O)cc2)n1
-2	5	1	-1.0	9	8	-34	-5	102	O=C1OCc2cc(NC(=O)C3CCCO3)ccc21 (centres undefined)
-4	-7	-5	0.3	7	4	28	-2	95	Cc1nc(N2CCC(C)CC2)c2c(C)c(C(=O)Nc3ccc4c(c3)OCCO4)sc2n1
15	-5	-1	0.2	nt	nt	-3	nt	101	CN(C)S(=O)(=O)c1ccc(NC(=O)c2ccc3ncsc3c2)cc1
-2	-8	0	0.6	3	1	1	-6	95	CC1CCCN(c2c([N+](=O)[O-])c(=O)oc3ccccc23)C1 (centres undefined)
nt	-52	nt	5.1	3	4	nt	-1	nt	O=C(CN1CCN(CC(=O)Nc2ccc3c(c2)OC2(CCCCC2)O3)CC1)Nc1cccc(F)c1
-2	-15	3	0.2	-5	-1	58	nt	105	COc1ccc(NC(=O)CSc2nc3c(sc4ccccc43)c(=O)n2CCCN2CCCC2)cc1
nt	-6	1	2.2	0	0	nt	-12	106	CC(C)CCNC(=O)c1onc(CSc2ccccc2)c1C(=O)NCCC(C)C
-1	2	2	-1.1	6	-5	3	-2	94	CC(C)OCCCN1C(=O)c2ccccc2C1C(=O)NC1CCCCC1 (centres undefined)
0	14	-2	-0.8	8	-2	-6	1	118	O=C(CNc1ccccc1)N/N=C/c1ccc2c(c1)OCCO2
-4	19	-6	-1.6	1	-9	12	nt	100	COc1ccc(N2CCN(C(=O)CCC(=O)N3CC(C)Oc4ccc(C)cc43)CC2)cc1 (centres undefined)
-19	47	-2	-1.0	-1	3	32	-2	nt	CN(C)c1ccc(/C=N/N=C2/NC(=O)/C(=C/c3ccc([N+](=O)[O-])cc3)S2)cc1
2	23	7	-1.2	-4	-3	40	-10	97	O=C(Cc1ccc([N+](=O)[O-])cc1)NC1CCCCCC1
-8	-16	-2	-0.6	1	0	16	-4	94	Cc1nn(-c2ccccc2)c(N)c1C(O)(CSc1nccn1C)C(F)(F)F (centres undefined)
nt	-9	nt	0.2	nt	0	nt	-1	nt	CC(C)(C)NC(=O)CN1C(=O)c2cccc3cccc1c23
nt	-5	nt	3.7	4	-1	nt	1	nt	Cc1oc(-c2cccs2)nc1CNC[C@H]1O[C@@H](n2cnc(C(N)=O)n2)[C@H](O)[C@@H]1O
-6	3	1	-1.5	4	4	-6	0	108	COc1cc2c(cc1OC)C(C)N(C(=O)Cn1ncc3c1-c1ccccc1OC3)CC2 (centres undefined)
nt	7	nt	1.7	-6	5	nt	-6	nt	O=[N+]([O-])c1cccc(C=NNC(=S)NC23CC4CC(CC(C4)C2)C3)c1
-7	-45	3	-0.3	2	6	10	-4	96	COCc1nnc(NC(=O)CSc2ccc(C)cc2)s1
-18	1	0	3.0	-1	1	15	-2	96	Cc1ccc(SCCNC(=O)/C=C/c2ccccc2Cl)cc1

# Fetched one by one from the list above, four records:
p-CIP stab down	CRFR2-BP antag	IDE inh	CRFR2-BP ag	IDE act	CHRM4 PAM	PHOSPHO1 inh	GalR3 antagonist	MEKK3 PB1 HTS	Molecule
15	-5	-1	0.2	nt	nt	-3	nt	101	CN(C)S(=O)(=O)c1ccc(NC(=O)c2ccc3ncsc3c2)cc1
-4	-7	-5	0.3	7	4	28	-2	95	Cc1nc(N2CCC(C)CC2)c2c(C)c(C(=O)Nc3ccc4c(c3)OCCO4)sc2n1
-18	1	0	3.0	-1	1	15	-2	96	Cc1ccc(SCCNC(=O)/C=C/c2ccccc2Cl)cc1
nt	-6	1	2.2	0	0	nt	-12	106	CC(C)CCNC(=O)c1onc(CSc2ccccc2)c1C(=O)NCCC(C)C

# Limited to IDE inh and p-CIP stab down, for some of the entries so far:
smiles	IDE inh	p-CIP stab down
CN(C)S(=O)(=O)c1ccc(NC(=O)c2ccc3ncsc3c2)cc1	-1	15
Cc1nn(-c2ccccc2)c(N)c1C(O)(CSc1nccn1C)C(F)(F)F (centres undefined)	-2	-8
O=C(Cc1ccc([N+](=O)[O-])cc1)NC1CCCCCC1	7	2

# Next structures follow:
p-CIP stab down	CRFR2-BP antag	IDE inh	CRFR2-BP ag	IDE act	CHRM4 PAM	PHOSPHO1 inh	GalR3 antagonist	MEKK3 PB1 HTS	Molecule
-8	-16	nt	-0.6	1	2	17	-3	103	COc1ccc(S(=O)(=O)N2CCCCC2)cc1C(=O)N1CCCC1
-9	13	-1	-0.8	1	-7	42	-3	94	O=C(c1cccc(S(=O)(=O)N2CCOCC2)c1)N1CCN(Cc2ccc3c(c2)OCO3)CC1
-7	-14	-5	-0.4	6	14	9	-3	99	Cc1ccc(S(=O)(=O)N2c3ccccc3NC(=O)C2CC(=O)Nc2ccccc2)cc1 (centres undefined)
-1	-21	3	-1.7	-3	-2	8	0	nt	CCOC(=O)c1c(N2C(=O)C3C4C=CC(O4)C3C2=O)sc2c1CCCC2 (centres undefined)
-17	6	1	1.2	5	-5	-9	-1	101	Cc1csc(NC(=O)c2cc3c(s2)CCC3)n1
-11	9	9	-0.3	7	8	-7	0	135*	O=C(/C=C\c1ccccc1OC(=O)c1ccccc1F)c1cc2ccccc2o1
-6	-9	-6	-5.5	-1	5	23	0	109	C/C(=N\NC(=O)c1c(Cl)c(C)nn1C)c1cccc(NC(=O)C2CCCC2)c1
4	2	-3	0.0	4	4	40	-3	102	CCCCCNC(=O)Cn1c(=O)c2c(ncn2CC(C)C)n(Cc2ccccc2)c1=O
-6	-14	-11	0.0	2	4	29	-8	99	CCc1ccc(NC(=O)CCCn2nc(CC)n3c(cc4occc43)c2=O)cc1
6	1	-4	1.6	-2	7	19	1	107	CCOC(=O)C1CCN(S(=O)(=O)c2c(C)noc2C)CC1
nt	2	0	0.9	-4	9	nt	-5	nt	O=C(CNC(=O)C1CCCC1)Nc1ccccc1Br
nt	-8	3	0.8	3	-1	nt	-4	nt	Cc1ccc(C2(C)NC(=O)N(CC(=O)N(C)CC(=O)Nc3cccc(F)c3)C2=O)cc1 (centres undefined)
-4	5	-2	-2.4	0	-4	-14	-2	107	Cc1ccc(C)c(NC(=O)COc2cccc3c2CCN(Cc2ccccc2)C3=O)c1
-6	-2	-3	-0.1	6	-5	38	0	97	Cn1c(=O)cc(SCC(=O)N2CCN(Cc3ccc4c(c3)OCO4)CC2)c2ccccc21
-1	-13	-3	4.5	0	2	14	0	100	CCN1CCN(CC(=O)c2c[nH]c3ccccc23)CC1
9	18	-8	-1.1	-2	-9	7	-4	99	CC(C)c1ccc(CCNC(=O)c2ccc([N+](=O)[O-])cc2)cc1
-5	-15	1	-0.1	3	-1	16	-8	120	CCOC(=O)C(NC(=O)Nc1ccc(F)cc1F)(Oc1ccccc1)C(F)(F)F (centres undefined)

# Rewritten comma-delimited: 2 of the compounds above
molecule,p-CIP stab down,CRFR2-BP antag,IDE inh,CRFR2-BP ag,IDE act,CHRM4 PAM,PHOSPHO1 inh,GalR3 antagonist,MEKK3 PB1 HTS
Cc1ccc(C)c(NC(=O)COc2cccc3c2CCN(Cc2ccccc2)C3=O)c1,-4,5,-2,-2.4,0,-4,-14,-2,107
Cn1c(=O)cc(SCC(=O)N2CCN(Cc3ccc4c(c3)OCO4)CC2)c2ccccc21,-6,-2,-3,-0.1,6,-5,38,0,97
